TRPML3 agonist = activates the human TRPML3 channel. HEK293 TRPML3-YFP, Fluo-8 calcium fluorescence; 100% = the carbachol control signal. activation, % at 3 µM. Q8TDD5. 220,000 tested, 0.29% active;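 active means activation above its plate's cutoff, the mean activation of the plate's test wells plus 3 SD, cut at about 12% in these data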;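 further: 0% = DMSO only wells and 100% = carbachol wells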
Target sequence (Q8TDD5 whole entry, looked up): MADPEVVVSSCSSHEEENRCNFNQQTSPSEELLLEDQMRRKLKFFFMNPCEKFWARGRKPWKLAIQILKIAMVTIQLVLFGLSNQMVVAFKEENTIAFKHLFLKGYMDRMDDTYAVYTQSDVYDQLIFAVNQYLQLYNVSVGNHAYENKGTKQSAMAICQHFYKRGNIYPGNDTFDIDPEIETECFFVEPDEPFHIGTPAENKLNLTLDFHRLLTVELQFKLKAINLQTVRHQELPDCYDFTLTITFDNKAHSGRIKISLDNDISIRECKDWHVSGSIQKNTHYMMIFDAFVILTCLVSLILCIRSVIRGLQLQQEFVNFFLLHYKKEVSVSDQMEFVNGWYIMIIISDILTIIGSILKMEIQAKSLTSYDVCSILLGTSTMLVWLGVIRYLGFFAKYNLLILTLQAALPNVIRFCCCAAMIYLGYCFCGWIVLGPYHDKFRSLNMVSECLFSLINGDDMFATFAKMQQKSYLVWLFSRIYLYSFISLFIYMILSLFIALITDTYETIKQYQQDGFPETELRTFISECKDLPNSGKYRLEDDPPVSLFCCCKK
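Material: TRPML3-YFP stable HEK293 cells | Dosing: One concentration, 3 µM nominal, 0.3% DMSO | Timing: 125 s total fluorescence read per well | Technique: Fluo-8 calcium dye fluorescence, ex 470-495, em 515-575 nm | Measure: Percent activation from peak-to-basal fluorescence ratio, scaled between DMSO and carbachol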
CHOP inhibitor = blocks CHOP induction under ER stress. inhibition, % at 10 µM. CHO-K1 CHOP-promoter luciferase, tunicamycin-induced, 15-18 h. 220,000 tested, 3.8% active. AID 2732;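 active means compounds that reduced the stress-induced luciferase reporter signal by more than about 70% of percent inhibition, limit read from the data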;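 further: 0% = tunicamycin plus vehicle and 100% = wells without tunicamycin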
NPY Y1 blocker = NPY-Y1 (human) receptor antagonism; P25929; HEK293-CNG Y1 cells, membrane potential fluorescence; NPY at EC95, then isoproterenol; inhibition, % at 3.6 µM; 200,000 tested, 1% active; AID 1040;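 active means inhibition above the campaign mean inhibition of all tested compounds plus 3 SD, cut at about 20% in these data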;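 further: 0% = DMSO wells given NPY plus isoproterenol and 100% = isoproterenol alone without NPY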
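Assay system: HEK293 cells with Y1 receptor plus CNG channel | Probe or stimulus: NPY (25 nM), isoproterenol (1 µM), Ro 20-1724 (25 µM) | Timing: Compound incubation 1 h at room temperature, readout 45 min post-stimulation | Measured by: Membrane-potential fluorescent dye readout | Benchmarks: High control isoproterenol alone, low control NPY with isoproterenol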
NPY1 pot ag = potentiators or agonists of human neuropeptide Y receptor Y1; P25929; NPY-Y1 expressing cells, potentiator/agonist activation; activation, % at 3.6 µM; 220,000 tested, 0.37% active; AID 1304; in the data active means activation above about 33%, passing the limit was not always enough;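 further: cells stimulated with NPY at EC10 then isoproterenol at EC100; 0% = low agonist plus stimulus and 100% = saturating agonist plus stimulus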
PPC-1+TRAIL kill = compounds killing PPC-1 cancer cells with TRAIL present (potentiator screen, no TRAIL-free arm); cell killing (% activity), % at 4 µM; PPC-1 cells + TRAIL, ATPLite viability luminescence; 220,000 tested, 0.41% active;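 active means cell killing above 50% in the first pass at 4 µM, then a duplicate retest at 5 µM averaging 50% or more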;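 further: plate controls were cells with TRAIL plus DMSO for no effect and medium-only wells lacking cells for full effect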
EP2 mod = modulators of human EP2 prostaglandin E2 receptor. P43116. EP2-expressing cells, cAMP HTRF FRET, PGE2 co-stimulation. 260,000 tested, 0.83% active. induction, % at 25 µM;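 active means compounds whose cAMP rise, as percent of the full-agonist control response, exceeds 60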;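 further: rat C6 glioma line stably carrying human EP2 under a CMV promoter; the protocol text gives 20 µM as final concentration; 100% = response of wells given 1 µM PGE2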
Target sequence (P43116 whole entry, looked up): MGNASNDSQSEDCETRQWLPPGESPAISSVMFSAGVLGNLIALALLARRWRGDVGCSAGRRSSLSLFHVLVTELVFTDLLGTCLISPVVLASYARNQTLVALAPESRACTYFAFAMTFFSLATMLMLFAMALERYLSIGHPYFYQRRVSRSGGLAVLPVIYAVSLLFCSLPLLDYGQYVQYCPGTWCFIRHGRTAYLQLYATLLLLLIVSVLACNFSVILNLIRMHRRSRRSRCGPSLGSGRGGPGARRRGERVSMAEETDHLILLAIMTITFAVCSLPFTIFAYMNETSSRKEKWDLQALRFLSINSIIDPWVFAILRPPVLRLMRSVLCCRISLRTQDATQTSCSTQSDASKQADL
PGE2 EP2 inh = blocks the human prostaglandin E2 receptor EP2; P43116; 260,000 tested, 0.52% active; inhibition, % at 25 µM; C6 glioma cells expressing human EP2, cAMP TR-FRET; cells stimulated with saturating PGE2;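 active means percent inhibition above 40 after rounding to a whole number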;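 further: rat C6 glioma host cells with rolipram phosphodiesterase inhibitor present; the protocol text gives 20 µM as final concentration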
TRPN1 ag = agonists of zebrafish TRPN1 channel; HEK293 zebrafish TRPN1-YFP, Fluo-8 calcium fluorescence; 100% = response to 87 µM carbachol; activation, % at 3 µM; 220,000 tested, 0.18% active; AID 1424;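 active means activation above its plate's cutoff, the mean activation of test wells on that plate plus 3 SD, cut at about 19% in these data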;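 further: 0% = DMSO alone and 100% = 87 µM carbachol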
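Assay system: Zebrafish TRPN1-YFP in HEK293 cells | Incubation: Dye loading 1 h at 37 °C, then 30 min room temperature | Measured by: Kinetic Fluo-8 fluorescence, ex 470-495, em 515-575 nm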
14-3-3 Bad PPI = disrupts binding of bovine 14-3-3 zeta to phospho-Bad peptide | TR-FRET 14-3-3zeta/Dy647-pBad peptide displacement, 1 h | 220,000 tested, 0.71% active | P63103 | inhibition, % at 21.7 µM;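 active means inhibition above about 70%, limit read from the data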;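 further: 0% = full 14-3-3 plus peptide FRET controls and 100% = background without 14-3-3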
Numbers without * were called inactive; . = no result given; & = joins results of further samples; [ ] = another dose, or the depositor's remark.

no.	structure	TRPML3 agonist	CHOP inhibitor	NPY Y1 blocker	NPY1 pot ag	PPC-1+TRAIL kill	EP2 mod	PGE2 EP2 inh	TRPN1 ag	14-3-3 Bad PPI
1	Cc1ccc2c(c1)OC(=O)CC2c1ccccc1 (configuration not stated)	0.3	14	10	-30	-14	41	15	-1.7	-8
2	CSCC(=O)N1CCCC(C(=O)c2cc(F)ccc2F)C1 (configuration not stated)	0.1	28	-4	-1	14	-1	3	0.4	0
3	C=CCC(Nc1ccccc1)C12C=CC(O1)C(C(=O)OC)=C2C(=O)OC (configuration not stated)	0.0	112*	-2	11	22	-8	17	-1.6	-16[fluorescence artefact?]
4	O=C(NCc1cccs1)C1CCC(CNS(=O)(=O)c2cccc3nsnc23)CC1 (configuration not stated)	0.0	16	1	5	-2	7	7	1.9	-13
5	Cc1cccc(C(=O)Nc2cccc(-c3ccc4nncn4n3)c2)c1	0.2	15	4	3	23	-69	9	1.9	-13
6	CCOC(=O)Cc1c(C)nc2c(-c3ccccc3)c(C)[nH]n2c1=O	0.6	36	2	9	36	12	7	1.1	-3[fluorescence artefact?]
7	COc1ccc(/C(N)=N/OC(=O)CCCN2C(=O)c3ccccc3C2=O)cc1OC	0.2	13	-6	3	0	-7	4	1.9	-10
8	CC(=O)c1ccc(OCC(O)CN2CCCC(C)C2)cc1 (configuration not stated)	0.9	12	5	5	8	6	7	0.9	3
9	Cc1cc(C)c2c(CN3CCN(CCO)CC3)cc(=O)oc2c1	-0.6	12	0	9	3	-10	0	1.0	-18
10	Cc1nc2sc3c(NCc4ccco4)ncnc3c2c2c1COC(C)(C)C2	-0.2	9	9	-52	6	5	-11	0.0	-5
11	Nc1nnc(SCc2coc(-c3ccc(Cl)cc3)n2)s1	1.8	-20	-2	8	-4	-40	10	4.7	-19[fluorescence artefact?]
12	COc1ccccc1N1CCN(/N=C/c2cc(OC)c(O)c(OC)c2)CC1	0.5	6	3	-2	19	-56	10	1.0	54

Whole records, looked up by structure. Values in the order: TRPML3 agonist	CHOP inhibitor	NPY Y1 blocker	NPY1 pot ag	PPC-1+TRAIL kill	EP2 mod	PGE2 EP2 inh	TRPN1 ag	14-3-3 Bad PPI
`O=C(NCc1cccs1)C1CCC(CNS(=O)(=O)c2cccc3nsnc23)CC1` (configuration not stated) is entered as 0.0	16	1	5	-2	7	7	1.9	-13
`Nc1nnc(SCc2coc(-c3ccc(Cl)cc3)n2)s1` is entered as 1.8	-20	-2	8	-4	-40	10	4.7	-19[fluorescence artefact?]

Additional results follow:
no.	structure	TRPML3 agonist	CHOP inhibitor	NPY Y1 blocker	NPY1 pot ag	PPC-1+TRAIL kill	EP2 mod	PGE2 EP2 inh	TRPN1 ag	14-3-3 Bad PPI
13	CC1(C)CN(c2cccc(Br)c2)C1=O	0.6	-9	0	-5	15	-16	17	0.3	7
14	CCOCCCn1cnc2c(c1=O)c1nc3ccccc3nc1n2-c1ccccc1	0.8	21	1	-10	-20	-9	4	1.5	-1[fluorescence artefact?]
15	Cc1cc(C)c2c(-n3cccc3)n[nH]c2n1	0.2	18	0	-11	-1	6	14	-1.4	-1
16	Cc1nnc(N/N=C\c2ccc(-c3cccc(C(=O)O)c3)o2)n1N	0.7	41	6	-5	3	27	5	1.3	4
17	CCc1nnc(NS(=O)(=O)c2ccc(NC(=O)/C=C/c3ccccc3Cl)cc2)s1	0.3	6	-6	19	1	-16	9	-1.7	4
18	COc1cc(NC(=O)c2cc3ccccc3cc2O)c(OC)cc1Cl	1.1	83*	.	31	10	-15	4	4.2	-12
19	Cc1cc(NC(=O)c2cnccn2)no1	1.2	-7	0	-4	8	-1	6	3.1	-6
20	CCOC(=O)c1c(C)nc2sc(C(=O)Nc3ccc(C(C)=O)cc3)c(N)c2c1-c1ccc(OC)cc1	-0.3	53	0	-20	10	26	22	0.2	4[fluorescence artefact?]
21	COc1ccc(C2CC(c3ccco3)n3ncnc3N2)cc1 (configuration not stated)	0.9	28	7	-2	.	30	10	0.2	1[fluorescence artefact?]
22	COCCNC(=O)c1ccc(NC(C)=O)cc1	1.1	3	-5	-4	-5	-3	9	4.8	-5
23	O=C(COc1ncnc2cc(Cl)ccc12)c1ccccc1	0.6	1	.	6	3	-6	5	0.3	2
24	CC1(C)CC(=O)c2c(noc2-c2ccccc2)C1	0.3	44	-6	-4	3	11	4	-0.3	10
25	N#CC1(C#N)CC(C=O)=C(N)C1(C#N)CC(=O)C12CC3CC(CC(C3)C1)C2 (configuration not stated)	1.3	-29	-4	4	11	7	5	2.2	-8[fluorescence artefact?]
26	CC(=O)Nc1ccc(C(=O)OCC(=O)NCc2ccc(Cl)cc2)cc1	0.6	24	-2	2	14	-13	11	0.8	19
27	COCCCNC(=O)c1cc2c(s1)CS(=O)(=O)C2	0.8	-19	5	2	-19	-12	10	1.0	1
28	CCOc1cc(C2NC(=S)NC(C)=C2C(=O)Nc2ccccc2)ccc1O (configuration not stated)	-0.5	-15	.	11	8	11	4	0.4	9
29	CC(Sc1n[nH]c(N)n1)c1nc2scc(-c3cccs3)c2c(=O)[nH]1 (configuration not stated)	0.8	4	1	-23	18	6	3	-1.1	-8
30	O=C(CSc1nnc(SCc2ccccc2)s1)N/N=C/c1ccc(C(=O)O)cc1	0.8	9	.	8	-22	6	10	1.4	1
31	CCOC(=O)c1[nH]c2ccc(OC)cc2c1NC(=O)CCN1CCN(Cc2ccccc2)CC1	-0.5	5	0	29	15	-21	.	-0.1	.
32	CCOc1ccc(NC(C)c2cc(Cl)ccc2O)cc1 (configuration not stated)	-1.2	-1	-3	8	1	-22	12	-2.0	-5
33	Cc1ccnc(NC(=O)c2ccc(Cl)c(NC(=O)CCc3ccccc3)c2)c1	-0.5	14	6	-13	22	-17	7	-2.6	-1
34	O=C(c1ccc(=O)[nH]c1)N(Cc1ccco1)C1(C(=O)NC2CCCC2)CCCCC1	0.4	6	2	5	16	5	.	-0.9	.
35	COC(=O)c1sc(NC(=O)/C=C/c2ccc(C)cc2)nc1C	1.6	7	6	6	20	5	12	0.6	9
36	O=C(Cn1cnc2c(cnn2-c2ccccc2)c1=O)NC1CCCC1	0.4	-11	-1	2	-13	6	10	0.6	5
37	CC(SCC(=O)NC12CC3CC(CC(C3)C1)C2)C(=O)O (configuration not stated)	0.9	51	0	-11	19	17	13	0.0	-4
38	CCOc1ccc(-c2ccc(/C=C3/C(=N)N4C(C)=CSC4=NC3=O)o2)c([N+](=O)[O-])c1	0.4	88*	3	-6	6	-82	3	-0.9	64
39	COc1ccc(Cn2nnnc2CN(Cc2cc3cccc(C)c3[nH]c2=O)C2CCCC2)cc1	-0.7	53	3	0	6	18&0	5&13	0.6	8
40	CCCN(CC(=O)Nc1ccccc1C)C(=O)CCl	0.6	-69	0	4	36	1	3	2.1	-3
41	CNC(=O)n1ccc(C(=O)N2CCCCC2)n1	0.5	-9	-2	-23	10	23	7	-0.8	6
42	O=C(CSCc1ccc(Cl)cc1)c1ccco1	.	1	.	.	-8	11	14	.	4
43	Cc1onc(-c2ccccc2Cl)c1C(=O)Nc1cc(=O)n(C)c(=O)n1C	0.3	.	0	13	.	.	14	-0.6	.
44	CC(=O)Nc1ccc(/C=N/NC(=O)CCN2CCN(c3ccccc3)CC2)cc1	0.5	-3	16	-7	17	9	11	0.8	-5
45	CCN(C(=O)c1cn(C)c(=O)c2cc(OC)c(OC)cc12)c1ccccc1C	-0.4	27	1	-10	10	6	28	-0.8	-4
46	O=C(CCCCn1c(=O)[nH]c2ccsc2c1=O)NCC1CCCO1 (configuration not stated)	0.7	12	1	5	-5	9	4	2.2	-4
47	CCCn1nc(Oc2nc(N(C)C)nc(N(C)C)n2)ccc1=O	0.7	26	4	6	.	20	6	0.0	-1
48	CCOC(=O)C1=C(CSc2nc(-c3ccncc3)ccc2C#N)OC(N)=C(C#N)C1c1cccnc1 (configuration not stated)	0.3	7	2	-6	9	6	26	0.3	5
49	Cc1noc(C)c1C(=O)NC(C)C1CCCO1 (configuration not stated)	0.5	21	-4	9	26	11	3	-1.7	-1
50	CC(C)c1ccc(S(=O)(=O)c2cn(Cc3ccc(F)cc3)c3cc4c(cc3c2=O)OCO4)cc1	-0.1	12	1	16	2	6	11	-1.1	-12
51	CCCOc1ccc(CN2CCOCC2)cc1OC	1.0	24	.	9	6	10	9	0.7	2
52	CC(C)S(=O)(=O)C1=NSC2=NC(=O)/C(=C\c3ccc(-c4cccc(C(=O)O)c4)o3)C(=N)N21	1.3	38	0	-15	31	31	5	2.6	9
53	CC1(C)C(C=C(Cl)Cl)C1C(=O)Nc1ccc([N+](=O)[O-])cc1 (configuration not stated)	1.5	104*	-5	26	34	-59	7	-0.3	-2
54	COC(=O)C1=C(C)OC(N)=C(C#N)C1c1cc2cccc(C)c2nc1Cl (configuration not stated)	-0.5	1	-6	-2	5	-23	11	0.1	-6
55	C=CCn1c(C(C)NC(=O)CC)nc2ccccc21 (configuration not stated)	0.4	20	-3	-11	-28	8	10	-0.1	5
56	COc1ccc(NC(=O)CN2C(=O)CC(C)(C)S(=O)(=O)c3ccccc32)cc1	-0.1	7	3	15	19	-4	1	2.9	1
57	S=c1[nH]nc2c3c4c(sc3ncn12)CCCC4	0.5	-3	0	6	-2	-7	18	-0.2	8
58	N#Cc1c(SCC(=O)Nc2nccs2)nc2c(c1-c1ccco1)CCCC2	0.7	-47	4	1	20	-4	19	1.8	7
59	CCCCN1C(=O)c2ccc(C(=O)Nc3cccnc3)cc2C1=O	1.3	3	-1	7	5	5	18	3.2	6
60	Cc1nc2ccccc2n1CC(=O)N/N=C\C=C\c1ccccc1	1.3	54	3	-10	17	-30	11	-0.2	3[fluorescence artefact?]
61	Cc1ccc(N(CC(=O)NC(C)(C)C)C(=O)CS(=O)CC(=O)Nc2ccc(F)cc2)cc1 (configuration not stated)	0.6	14	-1	18	-8	24	9	0.8	-7
62	CCOC(=O)c1c(C)[nH]c(C(=O)CN2CC(C)OC(C)C2)c1C (configuration not stated)	0.0	-10	-6	-11	10	4	5	2.2	3
63	CC(=O)C(Sc1ncnc2c1nnn2-c1ccc(F)cc1)C(=O)N(C)C (configuration not stated)	0.6	-21	5	18	11	23	20	-1.0	-2
64	Cn1cnnc1SCC(=O)Nc1ccc(Cl)cn1	1.0	9	-12	74*	27	19	7	0.6	0
65	Cc1cc(Cl)ccc1-n1c(-c2cccnc2)n[nH]c1=S	0.2	-5	.	0	14	19	10	0.0	-7
66	COc1ccc(O)c(C(=O)c2cnn(C(=O)c3cccc(S(=O)(=O)N4CCOCC4)c3)c2)c1	1.0	15	1	-5	6	-9	14	2.1	6

An excerpt. The share of hits here may be higher or lower than overall.
